High-throughput results: PubChem, National Center for Advancing Translational Sciences (NCATS)
ERK EGF block: inhibitors of EGF-stimulated ERK signaling pathway | HEK293-V1b, EGF-stimulated phospho-ERK AlphaScreen | Potency, µM (top dose mostly 11.5 µM), inactives show top-dose activity change, negative = inhibition, hits mostly inhibitors | 130,000 tested, 0.41% active | AID 1454; active = well fitted inhibition curve with a large enough effect; inconclusive = small, poorly fitted or top-dose-only effect, or effect the other way;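 note: plate controls were stimulated vehicle wells for no effect and unstimulated vehicle basal for full effect; nearly all actives have a fitted effect of over 55% in size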
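In this qHTS, HEK293 cells with stable type-1 vasopressin (V1b) receptor were exposed to compound at 37C for 30 min, stimulated 5 min with EGF at 25 nM, lysed, and probed for phospho-ERK by AlphaScreen.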
* hit, by the source's call; ? = inconclusive; [ ] = another dose, or the depositor's remark. Potency is the fitted concentration of half-maximal effect. Not all compounds are listed, so the mix of outcomes need not match the whole.

SMILES	ERK EGF block
Cn1c(SCC(=O)c2ccccc2)nnc1C1COc2ccccc2O1 (stereo not given)	-4%[57.5 µM]
Cc1nc(S(=O)(=O)Nc2ccccc2C(=O)NCC2CC2)cn1C	6%[57.5 µM]
Oc1ccc(/C=N/Nc2ccc(C(F)(F)F)cn2)cc1O	3%
CSc1cccc(NCc2ccc([N+](=O)[O-])cc2)c1	-3%
CC(C)c1cc(C(C)C)n2nc(N)nc2n1	22%[57.5 µM]
CC1CCN(S(=O)(=O)c2cccc(C(=O)Nc3ccccc3)c2)CC1	5%
COc1ccc(/C=C(\NC(=O)/C=C/c2ccco2)C(=O)NCCc2nc3ccccc3[nH]2)cc1	-2%
COc1cccc(C2(c3cccc(OC)c3)CC2C(=O)Nc2ccc(F)cc2)c1 (stereo not given)	7%
CC(C)(C)C(=O)CSc1nc2ccccc2o1	-8%
CC(=O)NCCNc1nc(-c2ccc(N(C)C)cc2)nc2ccccc12	0%
COc1cc(/C=N/n2cnc3c(sc4nc(C)cc(C)c43)c2=O)ccc1O	13%[57.5 µM]
Cc1ccc(C2(CCNCc3ccco3)CCOC(C(C)C)C2)cc1 (stereo not given)	4%[57.5 µM]
Cc1cc2nc3c(nc2cc1C)C(O)=C3O	4%[57.5 µM]
Cc1ccc(Oc2c(F)c(F)nc(N3CCCC3)c2F)cc1	5%
O=c1cc(CSc2nnnn2-c2ccc(O)cc2)nc2sccn12	-6%
Cc1cc(C(=O)N2CCCC(C(=O)c3ccc4ccccc4c3)C2)n(C)n1 (stereo not given)	11%
O=C(NCc1ccccc1)C1(c2cccc(F)c2)CCCC1	-14%
c1ccc2oc(-c3[nH]ncc3CN3CCSCC3)cc2c1	?
O=C(c1nnc(-c2ccccc2)o1)C1CC1	6%
Cc1ccc2cc(CN(C(=O)c3cccs3)c3ccccc3)c(=O)[nH]c2c1	25%[57.5 µM]
O=C(COC(=O)CCC1CCCC1)NCc1ccc(Cl)cc1	8%
O=C1CCC(C(=O)Nc2cccc(S(=O)(=O)N3CCOCC3)c2)N1 (stereo not given)	9%
COc1ccc(C(=O)N2CCN(c3ccc([N+](=O)[O-])c(NCCc4ccc(OC)c(OC)c4)c3)CC2)cc1	?
CN(C)c1ccc(N=Cc2nc(-c3ccccc3)oc2OC(=O)c2cccc(Cl)c2)cc1	-4%
CCN1CCN(c2nc(N)c([N+](=O)[O-])c(Nc3cccc(C)c3)n2)CC1	4%

Compounds above that have a furan ring, fused or not, in the order listed:
SMILES	ERK EGF block
COc1ccc(/C=C(\NC(=O)/C=C/c2ccco2)C(=O)NCCc2nc3ccccc3[nH]2)cc1	-2%
Cc1ccc(C2(CCNCc3ccco3)CCOC(C(C)C)C2)cc1 (stereo not given)	4%[57.5 µM]
c1ccc2oc(-c3[nH]ncc3CN3CCSCC3)cc2c1	?

The results go on:
SMILES	ERK EGF block
Cn1cc(Cl)c(C(=O)NNC(=S)Nc2cccc(Cl)c2)n1	-6%
C#CCn1cc(/C=N/NC(=O)c2cc3ccccc3o2)c2ccccc21	-1%
CCCCC(=O)Nc1ccc2c(c1)nc1n2CCN(CCOC)C1	1%[57.5 µM]
CC(=O)CCc1oc2ccc([N+](=O)[O-])cc2c1-c1ccc(C)o1	?
O=[N+]([O-])c1cccc(-c2c[n+]3c(n2-c2ccccc2)SCC3)c1	2%
CCOC(=O)Nc1nnc(Cc2ccc(Cl)c(Cl)c2)s1	0%
COc1ccc(S(=O)(=O)N[C@@H](C)C(=O)OCC(=O)Nc2cc3oc4ccccc4c3cc2OC)cc1	-1%
CCOC(=O)C1(CCc2ccccc2)CCN(C(=O)C2CCOCC2)CC1	-18%[57.5 µM]
N#CCC(=O)NCCCc1ccccc1	-3%
CNC(=O)/C(C#N)=C/c1cn(CC(=O)OC)c2ccccc12	-14%[57.5 µM]
O=C(NCCc1ccccc1)c1cccc([N+](=O)[O-])c1	-14%
COc1ccc(C2NC(c3ccc(OC)cc3)C([N+](=O)[O-])C(C)(C)C2[N+](=O)[O-])cc1 (stereo not given)	-3%
COC(=O)c1cn(Cc2cccc(C)c2)nn1	0%
O=C(Nc1ccc(OCC(=O)N2CCOCC2)cc1)c1cncc(Br)c1	-1%
CSc1nc2n(n1)C(C)C1=C(CCCC1=O)N2 (stereo not given)	-5%
C=CCNC(=O)/C(C#N)=C/c1ccc(C)o1	-2%
CC(C)[C@@H](CC(=O)N[C@@H]1CCCC[C@H]1C(=O)N[C@H](CC(=O)N[C@@H](CCC(=O)O)CC(=O)O)Cc1ccccc1)NC(=O)C[C@H](Cc1c[nH]c2ccccc12)NC(=O)[C@@H]1CCCC[C@H]1N	4%
Nc1nnn(CC(=O)N/N=C/c2ccncc2)n1	8%[57.5 µM]
Cc1ccc(NC(=O)CSc2nnc(C3CC3)n2N)cc1S(=O)(=O)N1CCOCC1	-5%
COc1cc(C2C(C#N)=C(N)Oc3c2ccc2ccccc32)ccc1OCC(=O)Nc1cccc(C)c1 (stereo not given)	-2%
COc1cc([C@@H]2c3cc4c(cc3[C@@H](NC3CCN(Cc5ccccc5)CC3)[C@H]3COC(=O)[C@H]23)OCO4)cc(OC)c1O	-14%[57.5 µM]
C[C@H](NC(=O)c1nc[nH]c1C(=O)NCCCCCNC(=O)OC(C)(C)C)C(=O)OC(C)(C)C	-11%[57.5 µM]
C/C(O)=c1/cnc2nc3ccccc3n2c1=O	4%
O=P(Cc1cccc[n+]1[O-])(c1ccccc1)c1ccccc1	9%
CS(=O)(=O)N(CCc1ccccc1)CC(=O)NCc1ccc(Cl)cc1	-24%

Laid out differently: entries from further up
Structure | ERK EGF block
C/C(O)=c1/cnc2nc3ccccc3n2c1=O | 4%
O=P(Cc1cccc[n+]1[O-])(c1ccccc1)c1ccccc1 | 9%
CS(=O)(=O)N(CCc1ccccc1)CC(=O)NCc1ccc(Cl)cc1 | -24%

A stretch from further up, for reference:
SMILES	ERK EGF block
O=P(Cc1cccc[n+]1[O-])(c1ccccc1)c1ccccc1	9%
CS(=O)(=O)N(CCc1ccccc1)CC(=O)NCc1ccc(Cl)cc1	-24%

Next part:
SMILES	ERK EGF block
CCOc1ccc(S(=O)(=O)N2CCCCC2)c(C)c1C	12%
Cn1c2ccccc2c2cnn(CC(=O)Nc3ccc(F)cc3F)c(=O)c21	-7%[57.5 µM]
CO[C@H]1[C@H](O[C@H]2O[C@@H](C)[C@@H](O[C@@H]3C[C@](C)(O)[C@H](OC(=O)CC(C)C)[C@H](C)O3)[C@@H](N(C)C)[C@@H]2O)[C@@H](CC=O)C[C@@H](C)[C@@H](O)/C=C\C=C/C[C@@H](C)OC(=O)C[C@H]1OC(C)=O	1%[25.7 µM]
Cc1ccc(OCC(=O)c2ccc(Cl)s2)c([N+](=O)[O-])n1	-1%
C#CCn1c(=NC(=O)CSCC(=O)N2CCOCC2)sc2ccccc21	2%
Cc1ccc(OCC(=O)N/N=C/c2c[nH]c3ccccc23)c([N+](=O)[O-])c1	?
Cc1ccc(NC(=O)C2(c3ccccc3)CCOCC2)cc1	-1%
O=C(COC(=O)c1c(Cl)cccc1Cl)NC1CCCCC1	-2%
CC1=Nc2cc(C(=O)NCc3ccco3)ccc2Sc2ccc(C)cc21	-7%
O=C(C[n+]1cc(-c2ccccc2)n2c1CCC2)OCc1ccccc1	2%
COc1ccc(CCNC(=O)CC2SC(=NCCC(C)C)NC2=O)cc1OC (stereo not given)	-2%
O=C(c1ccc(Cn2ccc([N+](=O)[O-])n2)cc1)N1CCN(Cc2ccccc2)CC1	-6%[57.5 µM]
Cc1ccc(S(=O)(=O)Cn2nnnc2C(CC(C)C)N2CCN(C(=O)c3ccco3)CC2)cc1 (stereo not given)	-1%
CCN1CCc2c(OCC(=O)Nc3cccc(C)c3)cccc2C1=O	-2%
Cc1ccc(NC(=O)CSc2nn(-c3ccc(Cl)cc3)c(=S)s2)cc1S(=O)(=O)N(C)C	3%
OC(COc1ccccc1)CN1CCCCCC1 (stereo not given)	0%
Cc1cccc(CSCC(=O)NCc2ccc(S(N)(=O)=O)cc2)c1	2%
CCC(CC)=N/N=C/c1c(O)n(CC)c2cc(C3=NNC(=O)CC3)ccc12	5%
CC(=O)c1cccc(N(CC(=O)Nc2ccc(F)cc2)S(C)(=O)=O)c1	5%
COC(=O)c1ccccc1SC1CC(=O)N(c2cccc(C)c2)C1=O (stereo not given)	0%
CCOC(=O)C1=C(C)NC(=O)/C1=C\N(C)C	-6%
Cc1ccc(-c2csc(NC(=O)CCNC(=O)c3ccccc3Cl)n2)cc1	?
Cc1ccc(C)c(NC(=O)CSc2nc(C)cc(C)c2C#N)c1	11%
Cc1ccc(NC(=O)N2CCCCC2)cc1NC(=O)N1CCCCC1	0%[57.5 µM]
O=C(CSCc1cccc(F)c1)NCc1ccccc1	-2%
(list continues)
SMILES	ERK EGF block
O=C(CSc1ncn[nH]1)c1cc2ccccc2o1	-9%
COC(=O)c1cccc(S(=O)(=O)N2CCC(c3nc4ccccc4o3)CC2)c1	-5%
COC(=O)c1ccc(C(NC(=O)OCc2ccccc2)/C(=C/[C@@H](C)C(=O)Nc2ccccc2)c2cccnc2)cc1 (stereo not given in full)	-2%
CCOc1ccc(N=Nc2c(C)noc2C)cc1	-1%
O=C(O)Cn1c(COc2ccc(Cl)cc2)nc2ccccc21	-17%[57.5 µM]
CCN(CC)S(=O)(=O)c1ccc(N2CCOCC2)c(NC(=O)c2ccc(F)cc2)c1	0%
CC(=O)Nc1ccc(NC(=O)Cc2ccc(F)cc2)cc1	4%
Cc1csc2c(=O)sc(NC(=O)c3ccc(F)cc3)nc12	1%[57.5 µM]
CCCCOc1ccc(CN(CCO)CCO)cc1[N+](=O)[O-]	-1%
CCOc1cc(/C=C2/NC(=O)N(CC(=O)OC)C2=O)ccc1OC	-3%
CC(CNC(=O)COc1ccccc1)OC(=O)Nc1cccc(Cl)c1 (stereo not given)	10%
O=C(O)CSc1nnc(Cc2cccc3ccccc23)n1-c1cc(C(F)(F)F)cc(C(F)(F)F)c1	2%[57.5 µM]
S=C1NCCc2ccccc2C1c1ccccc1 (stereo not given)	11%
Cc1cc(OCC(=O)N2CCOCC2)cc2oc(=O)c3ccccc3c12	-8%
CCCCCc1cc(=O)oc2c(C(CCN(CC)CC)c3cc(OC)c(OC)c(OC)c3)c(OC)cc(OC)c12 (stereo not given)	-9%[57.5 µM]
O=C(c1cnccn1)N1CCC2(CC1)CCN(c1cccc(-c3ccccc3)c1)CC2	2%
O=C(O)/C=C\c1cn(-c2ccccc2)nc1-c1cc2ccccc2o1	-3%
Cc1cc(NC(=O)/C(C#N)=C/c2ccco2)n(-c2ccccc2)n1	-2%
Cc1cccc(C)c1NS(=O)(=O)c1ccc(OCCNS(C)(=O)=O)cc1	0%[57.5 µM]
COc1ccc(CCNC(=O)c2ccc(CN3CCC(Cc4ccccc4)CC3)cc2)cc1	1%
Cc1ccc(NC(=O)N2CCCC2c2cccs2)cc1 (stereo not given)	-5%
CCOc1ccc(N2C(=O)Nc3ccccc3C2(O)C(=O)N2CCN(c3ccccn3)CC2)cc1 (stereo not given)	-5%
Cc1sc2ncnc(Sc3nc4ccccc4s3)c2c1C	-7%
CCCNC(=O)NC1CCCc2ccccc21 (stereo not given)	3%
Cc1oc(S(=O)(=O)N2CCOCC2)cc1C(=O)Nc1ccc(Cl)cc1	12%[57.5 µM]

Taken from above:
In ERK EGF block, CCCCOc1ccc(CN(CCO)CCO)cc1[N+](=O)[O-] has -1%
In ERK EGF block, Cc1ccc(NC(=O)N2CCCC2c2cccs2)cc1 (stereo not given) has -5%
In ERK EGF block, CCCNC(=O)NC1CCCc2ccccc21 (stereo not given) has 3%
In ERK EGF block, Cc1sc2ncnc(Sc3nc4ccccc4s3)c2c1C has -7%
In ERK EGF block, O=C(CSc1ncn[nH]1)c1cc2ccccc2o1 has -9%
In ERK EGF block, CCOc1ccc(N=Nc2c(C)noc2C)cc1 has -1%

The results go on.
SMILES	ERK EGF block
O=C(Nc1ccccc1O)c1c(O)c2c([nH]c1=O)CCCC2	2%
Cc1nc(N)nc(COc2ccccc2)n1	7%[57.5 µM]
Cc1cc[n+](Cc2ccc([N+](=O)[O-])cc2)cc1	1%
COc1ccc2c(c1)c(C(=O)CN1CCN(Cc3ccccc3)CC1)c(C)n2C	-5%[57.5 µM]
COCCCn1c(C)nnc1-c1cnn(-c2ccccc2)c1N	10%
O=C1NC2(CCCC2)C(=O)N1CCS(=O)(=O)Oc1ccccc1	1%
CN(C)c1cc[n+](CC(=O)c2ccc(Br)cc2)cc1	-5%
O=C(N/N=C/c1ccc(Sc2ccccn2)o1)c1cccc([N+](=O)[O-])c1	0%
CN(C)CCOC(=O)c1sc2ccccc2c1Cl	0%
COc1ccc(C2c3ccc(O)cc3Oc3ncn(Cc4ccccc4)c(=N)c32)cc1OC (stereo not given)	0%[57.5 µM]
O=C(Oc1ccc(N(Cc2cccs2)C2=NS(=O)(=O)c3ccccc32)cc1)c1ccc(Cl)cc1	-1%
Cc1ccc(CNC(=O)CSc2ccsc2[N+](=O)[O-])cc1	-8%
Cc1c(C(=O)c2ccc(Cl)c([N+](=O)[O-])c2)c2ccccn2c1CCC#N	?
CCOC(=O)C(NC(=O)CCl)(Nc1sc(C)c(CC)c1C#N)C(F)(F)F (stereo not given)	0%
COc1cc2c(cc1OC)CN(c1nc(CN3CCOCC3)nc3sc4c(c13)CCC(C)C4)CC2 (stereo not given)	-3%
O=C(Nc1ncc(S(=O)(=O)c2ccc([N+](=O)[O-])cc2)s1)c1cccc2ccccc12	1%
COc1ccc(C(=O)N2CCC3(CCN(Cc4ccc(C#N)cc4)CC3)CC2)cc1	-8%
